Source: PubChem
M4 ag: human M4 muscarinic receptor agonists, primary screen, CHO-K1 cells, Fluo-8 calcium fluorescence. CHO-K1 hM4/Gqi5; vehicle 0%, full acetylcholine response 100%. AID 624127, 2012. 0.14% of 360,000 active. activation, % at 3 µM;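 active means activation above the run mean over all test wells plus 3 SD, cut at about 32% in these data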;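 further: peak over basal fluorescence ratio per well then scaled between controls; 0% = DMSO wells and 100% = acetylcholine at EC100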
Target sequence (P08173 whole entry, looked up): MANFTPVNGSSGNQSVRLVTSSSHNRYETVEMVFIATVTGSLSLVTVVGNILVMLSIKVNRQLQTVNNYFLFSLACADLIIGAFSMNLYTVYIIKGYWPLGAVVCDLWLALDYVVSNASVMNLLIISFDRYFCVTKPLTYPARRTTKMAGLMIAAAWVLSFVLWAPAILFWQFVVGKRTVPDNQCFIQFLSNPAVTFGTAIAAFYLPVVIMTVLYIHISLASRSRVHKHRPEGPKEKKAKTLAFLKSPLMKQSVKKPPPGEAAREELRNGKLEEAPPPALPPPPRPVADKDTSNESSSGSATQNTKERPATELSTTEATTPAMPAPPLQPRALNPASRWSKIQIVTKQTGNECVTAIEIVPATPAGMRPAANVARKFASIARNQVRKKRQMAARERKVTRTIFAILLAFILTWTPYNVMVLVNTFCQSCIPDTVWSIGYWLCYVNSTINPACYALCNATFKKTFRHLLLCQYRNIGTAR
CHRM1 PAM: human M1 muscarinic receptor positive allosteric modulators, primary screen, CHO-K1 cells, Fluo-8 calcium fluorescence, 1536-well; Muscarinic acetylcholine receptor M1 (Homo sapiens), P11229; CHO-K1 hM1, ACh EC20; 0% = ACh EC20, 100% = maximal ACh; activation, % at 3 µM; 0.088% of 360,000 active; AID 588819, 2011; in the data active means activation above about 19%, passing the limit was not always enough
Target sequence (P11229 whole entry, looked up): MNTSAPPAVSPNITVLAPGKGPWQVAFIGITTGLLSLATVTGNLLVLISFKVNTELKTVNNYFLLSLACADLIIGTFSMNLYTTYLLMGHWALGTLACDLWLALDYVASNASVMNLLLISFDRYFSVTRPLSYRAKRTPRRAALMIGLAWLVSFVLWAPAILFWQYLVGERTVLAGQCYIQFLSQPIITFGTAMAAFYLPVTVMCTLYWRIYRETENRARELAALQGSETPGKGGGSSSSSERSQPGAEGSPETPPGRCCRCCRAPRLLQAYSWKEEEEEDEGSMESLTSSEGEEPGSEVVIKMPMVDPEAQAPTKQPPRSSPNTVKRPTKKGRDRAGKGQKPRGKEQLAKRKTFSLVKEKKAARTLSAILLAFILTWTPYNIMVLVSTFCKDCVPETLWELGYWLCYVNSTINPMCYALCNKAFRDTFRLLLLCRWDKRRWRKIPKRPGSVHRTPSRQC
M5 antag: human M5 muscarinic receptor antagonists, primary screen, CHO cells, Fluo-8 calcium fluorescence. Muscarinic acetylcholine receptor M5 (Homo sapiens), P08912. CHO-hM5 cells, ACh EC80. inhibition, % at 3 µM. 0.59% of 360,000 active;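 active means inhibition above a per-plate cutoff, the mean of that plate's test compounds plus 3 SD, cut at about 27% in these data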;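 further: 0% = acetylcholine EC80 with DMSO and 100% = DMSO without agonist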
M1 antag: human M1 muscarinic receptor antagonists, primary screen, CHO-K1 cells, Fluo-8 calcium fluorescence, 1536-well; Muscarinic acetylcholine receptor M1 (Homo sapiens), P11229; 1.3% of 360,000 active; inhibition, % at 3 µM; AID 588852, 2011; CHO-K1 hM1, ACh EC80 antagonist;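 active means percent inhibition above its own plate's cutoff, namely the mean of that plate's compound wells plus 3 SD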;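 further: peak over basal fluorescence ratio during 140 s after agonist addition; 0% = ACh EC80 plus DMSO and 100% = DMSO alone without agonist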
TAAR1 ag: human TAAR1 agonists, primary screen, Fluo-8 calcium fluorescence, CHO RD-HGA16 cells | AID 624467, 2012 | Trace amine-associated receptor 1 (Homo sapiens), Q96RJ0 | activation, % at 3 µM | vehicle wells 0%, saturating PEA agonist 100% | 0.99% of 360,000 active;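 active means activation above the mean activation of all test compounds in the run plus 3 SD, cut at about 38% in these data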
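System: CHO-derived RD-HGA16 cells with stable Gα16 and human TAAR1 / Times: 17-24 h plating, Fluo-8 75 min 37 °C, 30 min RT / Technique: calcium-sensitive Fluo-8 signal, excitation 470-495, emission 515-575 nm / Measure: % activation relative to PEA EC100 response / Benchmarks: DMSO and PEA EC100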
M5 PAM: human M5 muscarinic receptor positive allosteric modulators, primary screen, CHO-K1 cells, Fluo-8 calcium fluorescence | Muscarinic acetylcholine receptor M5 (Homo sapiens), P08912 | CHO-K1 hM5, ACh EC20 PAM; 0% = ACh EC20, 100% = ACh EC100 | activation, % at 3 µM | 0.3% of 360,000 active | AID 624038, 2012;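 active means activation above the run cutoff, the mean activation of all test compounds plus 3 SD, cut at about 18% in these data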
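Test system: CHO-K1 hM5 cells / Doses: single-point, 3 µM nominal / Times: Post-acetylcholine fluorescence recording 140 s / Technique: Fluo-8 calcium fluorescence / Measure: Max/basal fluorescence ratio as % of EC20–EC100 ACh window / Benchmarks: low control EC20 acetylcholine (0%), high control EC100 acetylcholine (100%) / Replicates: one well per compound, no replicates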
M4 antag: human M4 muscarinic receptor antagonists, primary screen, CHO cells, Fluo-8 calcium fluorescence; CHO-hM4 cells, ACh EC80; 0.73% of 360,000 active; Muscarinic acetylcholine receptor M4 (Homo sapiens), P08173; AID 624125, 2012; inhibition, % at 3 µM;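 active means inhibition above its plate's cutoff, the mean inhibition of sample wells plus 3 SD, cut at about 27% in these data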;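 further: 0% = acetylcholine EC80 with DMSO and 100% = DMSO without agonist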
M5 ag: human M5 muscarinic receptor agonists, primary screen, CHO-K1 cells, Fluo-8 calcium fluorescence | Muscarinic acetylcholine receptor M5 (Homo sapiens), P08912 | CHO-K1 hM5 cells; 0% DMSO wells, 100% maximal acetylcholine response | activation, % at 3 µM | 0.19% of 360,000 active | AID 624037, 2012;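 active means activation above the run's mean over test compounds plus 3 SD, cut at about 23% in these data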;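 further: signal is peak over basal fluorescence ratio across the kinetic read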
M1 ag: human M1 muscarinic receptor agonists, primary screen, Fluo-8 calcium fluorescence, CHO-K1 cells, HTS | Muscarinic acetylcholine receptor M1 (Homo sapiens), P11229 | CHO-K1 hM1, agonist mode; 0% DMSO, 100% acetylcholine EC100 | activation, % at 3 µM | 0.33% of 360,000 active | AID 588814, 2011;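 active means activation above the run's mean compound activation plus 3 SD, cut at about 16% in these data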;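 further: peak over basal fluorescence ratio within a 140 s kinetic read after compound addition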
* hit, by the source's call; / = not tested or not shown. An excerpt; count on the stated rates, not on these rows.

Below each compound – M4 ag	CHRM1 PAM	M5 antag	M1 antag	TAAR1 ag	M5 PAM	M4 antag	M5 ag	M1 ag
O=C(NCc1ccc(F)cc1)c1cc(C2CCCCN2C(=O)c2ccc3c(c2)CCO3)on1 (stereo unspecified)
  6	7	6	-15	1	-4	-19	0	-3
Cc1cc(C)nc(NC(=O)/C=C/c2ccc3c(c2)OCO3)c1
  0	0	1	1	9	-4	-4	-2	-6
COc1ccc(N2CCN(C(=O)c3ccccc3N(C)S(=O)(=O)c3ccc(C)cc3)CC2)cc1
  3	-2	20	12	9	-11	-3	-8	-3
CCOC(=O)C1=C(O)/C(=C\c2cc(C)n(-c3ccccc3F)c2C)N=C1C
  0	2	-8	-5	9	-4	-15	0	-3
CCO/N=C/C1=C(O)C(C(=O)OC)C(C)(C)CC1=O (stereo unspecified)
  0	11	10	-8	1	10	-1	3	-4
O=S(=O)(NC1CCC(NS(=O)(=O)c2c(F)cccc2F)CC1)c1ccc2c(c1)OCCO2 (stereo unspecified)
  2	-5	12	-3	3	-9	-3	2	-1
CCCc1cc(C(=O)Nc2cc(C)ccc2O)no1
  0	-3	20	12	-3	-3	16	-5	-4
COc1ccc(/C=N/NC(=O)c2ccn[nH]2)cc1COc1ccc([N+](=O)[O-])c(C)c1
  2	3	3	6	9	-10	-19	-4	-1
C#Cc1ccc([C@H]2C=C(C(=O)N3CCN(Cc4ccc5c(c4)OCO5)CC3)O[C@@H](OCc3ccc(CO)cc3)C2)cc1
  3	7	15	-11	0	1	5	-1	-5
CC(C)Oc1ccc(C(=O)NC(Cc2c[nH]c3ccccc23)C(=O)NN)cc1 (stereo unspecified)
  0	5	14	-16	2	-7	-5	-4	-3
CCCCNC(=O)CCC(=O)N1CCN(C(c2ccccc2)c2ccccc2)CC1
  3	-10	3	5	6	-7	1	0	-10
CCC(=O)Nc1cccc(C2=NOC3(C2)C[C@@H](C(N)=O)N(C(=O)C2(C)CC2)C3)c1 (stereo partly specified)
  1	8	-7	-3	6	4	6	4	-1
Cc1ccc(/C=N/N2CCN(c3ccccc3)CC2)cc1
  1	8	2	-10	3	6	0	0	-5
CCN1C(=NCC(C)C)N[C@@H](c2cccc(C(F)(F)F)c2)C(C(=O)OC)=C1C
  3	2	13	-5	6	4	9	-2	-2
CCc1nc2ccccc2c(C(=O)Oc2ccc(C(=O)OC)cc2)c1C
  2	13	6	-4	3	1	-2	-3	-6
Cc1cc(=O)[nH]c(N/N=C/c2cccs2)n1
  0	2	3	-2	-2	-2	-3	-1	-5
O=Cc1ccc(-c2ccc([N+](=O)[O-])cc2Cl)o1
  0	10	-10	-7	0	9	6	3	-5
COc1cc(/C=C2/N=C(C3CCCCC3)OC2=O)cc(OC)c1OC
  1	5	3	-9	4	4	1	-2	-6
Cc1ccccc1-c1ncc(CN2CCC(CO)(CCCc3ccccc3)CC2)cn1
  8	-1	0	-5	6	5	6	-3	-4
Cc1nc(CN(C)C(=O)c2ccccc2OC2CCN(S(C)(=O)=O)CC2)cs1
  0	7	4	-1	8	-2	2	2	-4
OC1(c2cccs2)CN(c2ccc(Br)cc2)C2=[N+]1CCCS2 (stereo unspecified)
  0	-17	20	29	11	-28	27*	-20	-7
COC(=O)C[C@@H]1C[C@H]2c3cc(NC(=O)Nc4ccccc4F)ccc3O[C@H]2[C@H](CO)O1
  2	1	0	0	0	2	-1	2	-1
C=CCNc1nnc(SCC(=O)N2CCCCC2)c2ccccc12
  3	2	-2	-2	12	-7	4	0	-6
NC(=O)COC(=O)c1c2c(nc3ccccc13)CCC2
  1	1	8	-2	0	0	15	-1	-4
O=C(COc1ccc(Cl)cc1Cl)NCCC1=CCCCC1
  -1	-9	-7	6	5	5	1	-6	-4
CC(OCC(O)CN(C)Cc1nc2ccccc2c(=O)[nH]1)c1ccc(Cl)cc1 (stereo unspecified)
  3	3	14	11	2	0	-6	-3	-5
CC(=O)C(C(C)=O)c1c(Cl)c(O)c(O)c2c(C(=O)c3ccccc3)coc12
  2	-7	8	13	39*	-9	15	0	-3
Cc1nc2cc(C(F)(F)F)ccc2n1CCNc1nc(-c2cc(Cl)c(N)c(Cl)c2)cs1
  3	1	-1	5	4	6	-17	-1	-3
NNC(=O)c1cnn(-c2ccccc2)c1C(F)(F)F
  2	4	-3	-7	-1	2	-8	1	-3
COc1cccc(CN2CCN(Cc3ccc(O)cc3)CC2CCO)c1 (stereo unspecified)
  1	4	6	5	1	6	2	-3	-3
CC(=Nc1ccc2c(c1)nc(CO)n2C)C1=C(O)CC(C)(C)CC1=O
  2	0	1	-4	5	-3	-12	0	-2
Cc1ccc(C)c(N2CCN(S(=O)(=O)CC34CCC(CC3=O)C4(C)C)CC2)c1 (stereo unspecified)
  0	-4	20	-1	2	-9	4	-7	-4
COC(=O)c1ccccc1NC(=O)COc1ccccc1
  -2	-2	3	-5	23	-2	0	-3	-7
CCn1c(SCC(=O)NC2CCCC2)nnc1C(C)NC(=O)c1ccccc1F (stereo unspecified)
  1	8	6	13	4	2	-4	-2	9
O=S(=O)(c1ccc(F)cc1)N1CC=C(c2ccccc2)CC1
  0	0	0	2	2	1	-1	-4	-5
Cc1ccc(NC(=O)C(=O)c2ccc(C)cc2)cc1
  1	8	10	-4	2	1	13	-4	-5
CC(=O)c1c(C)n(CCc2ccc(Cl)cc2)c2ccc(O)cc12
  1	0	9	-10	3	0	2	4	-3
Cc1ccc(N(CC(O)CN2CCCCC2)S(=O)(=O)c2ccccc2[N+](=O)[O-])cc1 (stereo unspecified)
  0	0	-4	-10	1	4	-2	-6	-12
C=CC[C@H](CC(=O)NCCO)C(=O)NC[C@@H](OC(=O)[C@@H](CC=C)CC(=O)OC(C)(C)C)c1ccccc1
  2	16	9	-7	4	1	-4	4	3
Cc1ccc2c(CN3CCCCC3CCO)cc(=O)oc2c1 (stereo unspecified)
  1	1	14	-5	3	-6	5	-1	-8
CCn1cc(Br)c(C(=O)Nc2ccc(Cl)cc2Cl)n1
  -3	4	-4	-9	10	-2	0	-3	-6
COc1cc(/C=C(\C#N)C(=O)N2CCOCC2)cc(Br)c1O
  0	12	-14	-3	7	9	3	5	-6
CC1CCCN(C(=O)C23CCC(C)(C(=O)C2)C3(C)C)C1 (stereo unspecified)
  1	6	-8	6	3	1	-2	-1	0
O=C(Nc1nc2nccc(-c3ccccc3)n2n1)c1ccc(F)cc1
  2	1	12	1	1	-11	-3	0	-4
CN1CCC(=NNC(=O)CSc2ccc(Cl)cc2)CC1
  1	4	1	-10	5	-1	2	2	-6
O=C(Nc1ccc2c(c1)CCC2)Nc1ccc2c(c1)OCO2
  1	5	7	2	3	-2	3	-3	-7
Cc1ccc(NC(=S)NNC(=O)c2nn(C)cc2Cl)cc1
  0	5	2	-6	1	-9	-6	-3	-4
CCCCNC(=O)C(NC(=O)c1cnccn1)C(=O)c1ccccc1 (stereo unspecified)
  3	/	-14	/	1	6	-16	3	/
Cc1nc(N2CCN(C(=O)c3ccc(Cl)cc3)CC2)c(C#N)c2c1COC(C)(C)C2
  7	-3	-5	-9	10	-8	-14	-5	-5
O=C(NCCc1c[nH]c2ccccc12)c1cc2ccccc2oc1=O
  10	3	4	-2	23	-7	6	0	-2

Next section
Below each compound – M4 ag	CHRM1 PAM	M5 antag	M1 antag	TAAR1 ag	M5 PAM	M4 antag	M5 ag	M1 ag
CCCOc1ccc(/C(O)=C2/C(=O)C(=O)N(CCN3CCOCC3)C2c2ccccc2)cc1 (stereo unspecified)
  0	9	-6	-12	-2	7	1	4	-2
COc1ccc(S(=O)(=O)Nc2cccc(SC)c2)cc1OC
  8	3	12	0	5	-12	3	2	3
O=[N+]([O-])c1ccc(/C=N/NC2=NS(=O)(=O)c3ccccc32)cc1
  0	2	0	-1	1	-5	12	-1	-5
Cc1cn([C@H]2C[C@H](O)[C@@H](/C=C/C(=O)NCCN3CCCCC3)O2)c(=O)[nH]c1=O
  2	6	4	-27	0	6	-13	2	-6
C=CCn1c(SCc2c(Cl)cccc2Cl)nnc1-c1cccnc1
  2	5	-4	-5	6	0	-1	2	0
COc1ccc(OC)c(C(C)NC=O)c1 (stereo unspecified)
  1	0	6	-14	4	-2	-1	0	-2
Cc1sc(NC(=O)CN(Cc2ccccc2)C(=O)C(C)C)c(C(N)=O)c1C
  2	-3	-1	0	1	-2	-4	1	-4
O=C(N/N=C\c1c(O)ccc2ccccc12)c1cncc(Br)c1
  38*	2	-6	-8	121*	-10	-6	67*	42*
